NR2E3 ag-1 – human photoreceptor-specific nuclear receptor agonism | Q9Y5X4 | CHO-S Gal4-NCOR/VP16-NR2E3 two-hybrid, luciferase | inhibition of corepressor binding, % at 3.98 µM | actives 0.35% (n = 360,000) | AID 602229;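 active means inhibition above the mean of all tested compounds plus 3 SD, cut at about 70% in these data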;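 further: 0% = DMSO with NR2E3 transfected cells and 100% = cells lacking NR2E3 construct; higher means lower luciferase signal from less NR2E3 corepressor binding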
Target sequence (Q9Y5X4 whole entry, looked up, the tested form may be a part): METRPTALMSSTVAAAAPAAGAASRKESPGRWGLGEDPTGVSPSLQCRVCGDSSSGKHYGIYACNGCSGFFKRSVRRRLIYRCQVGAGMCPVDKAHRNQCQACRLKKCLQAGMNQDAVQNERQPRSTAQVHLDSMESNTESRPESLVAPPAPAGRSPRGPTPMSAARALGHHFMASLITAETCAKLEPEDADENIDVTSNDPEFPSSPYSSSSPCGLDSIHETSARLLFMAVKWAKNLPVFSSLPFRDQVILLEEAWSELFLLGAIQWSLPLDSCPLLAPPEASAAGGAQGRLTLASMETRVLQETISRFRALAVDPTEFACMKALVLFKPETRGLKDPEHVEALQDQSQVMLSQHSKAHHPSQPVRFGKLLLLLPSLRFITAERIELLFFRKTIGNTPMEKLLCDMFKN
KKLEB cytotox – CF airway cell cytotoxicity counter-screen; KKLEB CF airway cells viability, ATPlite luminescence, overnight; active compounds read low; cells stimulated with P. aeruginosa culture filtrate; activity change (cytotoxicity), % at 5 µM; AID 602141; actives 0.36% (n = 360,000);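 active means corrected activity change at or below -50% at 5 µM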
Peg3 prom inh – inhibitors of Peg3 promoter. HeLa PEG-Prom luciferase reporter, luminescence, overnight. inhibition, % at 20 µM. actives 1.7% (n = 360,000). AID 588405;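 active means inhibition of at least 50% at 20 µM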
iPSC survival up – enhancers of human iPSC single-cell survival; hiPSC single-cell survival, ATPlite luminescence; 100% = ROCK inhibitor wells, 0% = DMSO; actives 0.044% (n = 360,000); survival enhancement, % at 20 µM; in the data active means survival enhancement above about 18%;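 further: cells exposed to compounds for 16 hours before the ATP read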
CF NFkB inh – cystic fibrosis NF-kB activation inhibition. KKLEB NF-kB-GFP reporter, PAF-induced, GFP fluorescence overnight. inhibition, % at 5 µM. actives 0.86% (n = 360,000). AID 588850;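 active means at least 50% inhibition at 5 µM, scaled per plate between neutral and stimulator controls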;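 further: PAF is a Pseudomonas aeruginosa culture filtrate used as stimulus; plate controls were PAF-stimulated DMSO wells for no effect and unstimulated DMSO wells for full effect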
NR2E3 ag-2 – agonists of human nuclear receptor NR2E3 | GST-NR2E3/biotin-RetCOR TR-FRET, 1536-well | inhibition of corepressor binding, % at 4.78 µM | actives 0.12% (n = 320,000) | AID 2300;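 active means percent inhibition above the cutoff of mean plus 3 SD of all tested compounds, set per screening campaign, cut at about 20% in these data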;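 further: 0% = DMSO wells and 100% = biotin wells as full block of FRET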
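Material: NR2E3–RetCOR corepressor complex / Incubation: Compound–protein incubation for 5 h at 4 °C / Dosing: compound at 4.8 µM, single dose / Detection: time-resolved FRET / Benchmarks: high control biotin, low control 0.6% DMSO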
EBV LMP1 NFkB – Epstein-Barr LMP1 NF-kappaB reporter inhibition; LMP1-induced NF-kappaB luciferase reporter cells, luminescence; inhibition, % at 12.5 µM; actives 0.69% (n = 350,000); AID 504558; in the data active means inhibition above about 41%;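 further: 0% = neutral control wells and 100% = reference inhibitor control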
Shn3 3UTR inh – Schnurri-3 reporter inhibition in Clone20 osteoblasts | inhibition, % at 12.5 µM | Clone20 osteoblast Shn3 3'UTR firefly luciferase, 24 h | actives 0.52% (n = 360,000) | AID 588674;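 active means mean inhibition of at least 75% with every replicate also reaching 75%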;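 further: 0% = median of neutral control wells and 100% = pilot-screen positive control compound; some compounds past the cut are filed as inactive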
HIF-2a block – blocks HIF-2a reporter activity. AID 624352. actives 0.72% (n = 360,000). 786-0 RCC cells HIF-2a reporter, luciferase luminescence, overnight. inhibition, % at 18.8 µM;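 active means inhibition of the luminescence signal of 40% or more relative to plate controls, in a single-dose primary screen at 18.75 µM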
C8 TRAIL sens – sensitizes caspase-8 expressing cells to TRAIL; NB7+C8 cells + TRAIL, ATPlite viability luminescence; inhibition (viability loss, TRAIL sensitization), % at 10 µM; actives 1% (n = 360,000);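 active means compounds causing at least 50% loss of cell viability in the single-dose screen, relative to plate controls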
TRPM1 prom inh – inhibitors of MITF-driven TRPM1 promoter in melanoma cells; SK-MEL-5 TRPM1 promoter luciferase, 24 h; inhibition, % at 12.5 µM; actives 0.83% (n = 330,000);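 active means mean inhibition across replicates of 60% or more, whatever share of single replicates reaches that level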; further: values of inactives mirror those of a sister screen read the other way
An asterisk follows results filed as active; x = not tested or not shown.

SMILES	NR2E3 ag-1	KKLEB cytotox	Peg3 prom inh	iPSC survival up	CF NFkB inh	NR2E3 ag-2	EBV LMP1 NFkB	Shn3 3UTR inh	HIF-2a block	C8 TRAIL sens	TRPM1 prom inh
COc1ccccc1C(=O)C1CCCN(C(=O)CCC(=O)c2ccccc2)C1 (stereo unspecified)	-6	16	1	-0.4	19	0	-4	5	-2	-6	-4
CN(C)/C=C/C(=O)c1ccc(F)cc1	-21	9	-17	-2.3	-8	5	-13	-9	0	0	8
Cc1nc(C)c(-c2csc(Nc3ncccc3C)n2)s1	-120	2	-270	-0.3	-8	6	-21	6	-332	1	-44
CCc1ccc(-c2nc(SCC(=O)NC3CCS(=O)(=O)C3)n[nH]2)cc1 (stereo unspecified)	-35	10	-74	-0.1	-8	5	0	-13	-51	36	-24
CN(C1CCS(=O)(=O)C1)S(=O)(=O)c1ccc(C2CCCCC2)cc1 (stereo unspecified)	8	6	14	-1.9	-17	-2	-5	44	3	-7	0
CSCCC(NC(=O)c1ccc(Cl)cc1)C(=O)OCC(=O)Nc1cc(Cl)ccc1C#N (stereo unspecified)	-13	-3	16	0.9	0	-2	-7	7	17	5	22
COc1ccc(CN2CCC(n3nccc3NC(=O)CCc3ccccc3)CC2)c(C)c1C	15	-6	13	0.2	2	x	5	30	10	-6	-2
Cc1csc(NC(=O)c2ccoc2C)n1	-79	4	-182	-1.2	-8	0	-2	-59	-148	4	-42
CCCc1n[nH]c2c1/C(=N/O)CC(c1ccccc1)C2 (stereo unspecified)	-4	-6	-16	0.5	2	0	22	15	-34	13	-5
CC(C)CC(=O)Nc1ccc(C(=O)COC(=O)CN2C(=O)NC3(CCCCC3C)C2=O)cc1 (stereo unspecified)	-34	6	-8	-0.4	-14	x	5	9	7	-7	-11
CC(=O)N/C(=N\c1nc(C)cc(C)n1)Nc1ccc(Cl)cc1Cl	-2	-1	-3	-0.5	-15	-1	-1	5	10	-19	-8
CC1CCN(C(C(=O)O)c2ccccc2)CC1 (stereo unspecified)	3	15	0	0.2	-10	0	1	-6	8	3	0
O=C(O)c1ccc(NC(=O)c2ccccc2NC(=O)c2cccc(Br)c2)cc1	-4	-6	5	1.0	5	2	2	0	-14	-8	-4
CC(=O)Nc1ccc(NC(=O)CSc2nnc(-c3cc4ccccc4o3)n2C)cc1	19	-5	-6	-0.2	15	4	22	-2	-11	-5	-9
CC(=O)c1ccc(OCc2cc(C(=O)N3CCC[C@H]3CO)no2)cc1	-1	7	-19	-0.7	-2	-1	-6	7	-18	1	3
COc1ccc(C)cc1S(=O)(=O)NCCN1CCOCC1	1	16	5	-0.2	-6	-3	5	-5	20	13	7
CC(=O)c1cnc2nc(SCc3ccccc3C)nn2c1C	-25	10	-136	-0.3	-13	x	-13	-2	-169	-1	-56
N/C(=N\OC(=O)c1ccco1)c1ccccn1	-61	1	-144	5.1	-2	4	-14	-61	-154	-1	-57
Cc1cccc(Oc2ccc(NC(=O)C3CC=CCC3C(=O)O)cc2)c1 (stereo unspecified)	16	6	29	-0.9	-17	-1	6	0	13	1	6
COc1cccc(-c2nn(-c3ccccc3)cc2CN(C)Cc2c(C)nc3ccccn23)c1	3	4	16	0.9	-7	5	-4	-17	12	8	0
O=C(NCc1c(Cl)cccc1Oc1ccccc1)c1ccccc1	-18	-2	14	-0.6	-11	-2	0	9	11	-12	11
Cc1ccc(C)c(NC(=O)CN(C)S(=O)(=O)c2ccccc2)c1	-12	10	5	1.5	6	0	1	22	11	2	-5
CCn1cc(Cl)c(C(=O)NNC(=O)CCn2cc([N+](=O)[O-])cn2)n1	-6	-5	15	0.1	-10	0	-11	-16	12	-16	-3
Cc1ccc(NC(=O)CCSc2nnc(-c3ccco3)o2)cc1	-5	-11	-3	-0.8	5	2	0	10	-9	20	11
CCC(C)(C)C1CCC2(CC1)NC(=O)N(CC(=O)N(C)Cc1ccc(OC(F)F)cc1)C2=O (stereo unspecified)	-2	-7	17	-0.3	5	0	14	43	15	-4	22
O=C(COC(=O)c1ncc(Cl)c(Cl)c1Cl)NCCc1ccccc1	-8	11	-11	-0.4	-26	2	-2	-7	-4	13	5
O=C(NCC1CCCO1)C(=O)N/N=C/c1cc(Cl)ccc1O (stereo unspecified)	0	1	2	-0.8	9	-4	-2	13	18	14	-4
Cc1ccc(S(=O)(=O)Nc2ccc(S(=O)(=O)Nc3nccs3)cc2)c([N+](=O)[O-])c1	-37	-12	24	0.2	4	-2	0	-7	15	-7	24
CCCNC(=O)COc1ccc(S(=O)(=O)Nc2ccc(C)cc2)cc1	3	4	10	2.3	16	3	15	15	3	0	10
CCOc1ccc(NC(=O)CSc2nc(=O)n(Cc3cccnc3)c3c2CCC3)cc1	-7	-10	20	-0.5	17	0	4	11	18	-9	9
CC(=O)c1c(C)[nH]c(C(=O)CN2CCN(S(=O)(=O)c3ccccc3)CC2)c1C	5	13	-3	0.6	-1	-1	2	30	10	7	0
c1csc(CN2CCOCC2)c1	8	3	7	1.0	13	-1	-9	4	-12	-5	2
CC(=O)c1sc(NC(=O)COc2ccccc2)nc1C	-68	8	-128	-0.5	-4	5	-14	-24	-206	6	-51
Cc1cc(C)nc(/N=C(\NC(=O)C(C)(C)C)Nc2ccc(F)cc2)n1	-4	-1	6	0.1	2	2	1	-29	4	-12	10
O=[N+]([O-])c1ccccc1S(=O)(=O)Nc1cccc(-c2ccc3nncn3n2)c1	-22	9	13	-0.2	-8	-4	1	0	23	2	17
COc1cc(NC(=O)C2=C(N3CCOCC3)/C(=C/c3ccc(Cl)cc3)CC2)cc(OC)c1OC	-9	-7	-6	-1.6	20	1	9	0	18	17	2
O=C(CNCc1ccc(Cl)cc1)Nc1ccc2c(c1)OCCO2	-37	3	-48	1.6	-1	1	-5	-1	-106	-5	-4
CCOC(=O)N1CCC(NC(=O)c2cc(C(=O)NC3CCCC3)ccc2CO)CC1	-8	-3	9	-0.7	13	3	8	8	8	6	-2
CCOC(=O)C1(C#N)C(=O)CSC1=Nc1ccccc1Cl (stereo unspecified)	-26	0	-14	-3.0	-11	x	3	15	2	-6	x
CC(C)c1ccc(N(CC(=O)NC2CCCC2)C(=O)CCC(=O)Nc2ccccn2)cc1	-14	2	5	-0.5	-2	3	-9	-10	10	-6	-2

Overlap with the part before: 3 entries, followed by the next part.
SMILES	NR2E3 ag-1	KKLEB cytotox	Peg3 prom inh	iPSC survival up	CF NFkB inh	NR2E3 ag-2	EBV LMP1 NFkB	Shn3 3UTR inh	HIF-2a block	C8 TRAIL sens	TRPM1 prom inh
CCOC(=O)N1CCC(NC(=O)c2cc(C(=O)NC3CCCC3)ccc2CO)CC1	-8	-3	9	-0.7	13	3	8	8	8	6	-2
CCOC(=O)C1(C#N)C(=O)CSC1=Nc1ccccc1Cl (stereo unspecified)	-26	0	-14	-3.0	-11	x	3	15	2	-6	x
CC(C)c1ccc(N(CC(=O)NC2CCCC2)C(=O)CCC(=O)Nc2ccccn2)cc1	-14	2	5	-0.5	-2	3	-9	-10	10	-6	-2
CCOc1ccc(N2CC(C(=O)Nc3ccccc3N3CCOCC3)CC2=O)cc1 (stereo unspecified)	2	4	13	-2.9	3	0	-1	2	18	4	6
CCSc1cc(Cl)nc(N)n1	5	6	4	2.0	-1	3	8	15	16	4	11
Fc1ccc2c(Cl)c(-c3nnc(-c4cccs4)o3)sc2c1	-75	-25	-113	-0.6	-6	0	-9	-58	-144	34	-7
CCOc1ccc(N(CC(=O)Nc2ccc(OC)cc2OC)S(=O)(=O)c2c(C)[nH]c(=O)[nH]c2=O)cc1	-17	-20	0	-0.5	22	-1	1	19	6	-9	-10
CC(C)C(c1nnnn1Cc1ccc(F)cc1)N1CCN(c2ccc(O)cc2)CC1 (stereo unspecified)	0	7	7	1.7	-17	4	6	10	12	-8	-6
C#CCOCCOCCOCCNc1nc(N2CCN(C(=O)CCCCCCCCCCNC(=O)[C@H](CCCCN)n3cc(CCO)nn3)CC2)nc(N2CCN(C(=O)CCCCCCCCCCNC(=O)[C@@H]([C@H](C)O)n3cc(C)nn3)CC2)n1	6	1	29	7.4	2	-2	-6	10	-5	6	5
CCCc1ccc(C(O)c2ncc(-c3cccc(C)c3)[nH]2)cc1 (stereo unspecified)	-11	4	-41	-2.4	14	x	x	-10	-84	4	x
CCC1(CC)NC(=O)N(CC(=O)OCC(=O)Nc2ccc(OC(F)(F)F)cc2)C1=O	-9	2	-6	-0.5	7	1	-4	-3	1	-8	-6
CN1CCN(C(=O)/C(=C/c2ccc(F)cc2)c2ccsc2)CC1	-10	-4	18	-0.5	0	2	-6	-13	7	-5	6
Cc1ccc(NC(=O)NC(=O)COC(=O)c2ccc(O)cc2O)c(C)c1	-22	17	-7	7.6	-28	x	14	-68	-14	-17	x
COc1cccc(C(C(=O)NC(C)(C)C)N(Cc2ccc(C)cc2)C(=O)CCC(=O)Nc2cc(C)on2)c1OC (stereo unspecified)	-2	0	-5	0.3	2	1	-1	4	1	15	14
COc1cccc(CN2CCNC(=O)C2CC(=O)N(C)CCC2CCOCC2)c1 (stereo unspecified)	-11	26	15	-0.1	-26	-2	3	-7	5	-7	3
COc1cc(NC(=O)c2nn(C)c3c2CS(=O)(=O)c2ccccc2-3)cc(OC)c1	-11	-12	15	1.3	9	-4	6	14	-11	12	-10
Cc1cc(=O)oc2c3c(cc(OCC(=O)N[C@@H](CC(C)C)C(=O)O)c12)OC(C)(C)CC3	-22	-2	12	0.4	-4	0	1	-3	8	-2	-2
Cc1oc2ncnc(N)c2c1C	23	-10	1	1.4	6	3	-14	4	10	-4	-1
COc1ccc(CNC(=O)CCCNC(=O)c2ccc(Cl)cc2)cc1OC	1	6	10	0.0	-4	-2	6	21	16	-3	2
Cc1c(C(=O)N2CCN(S(=O)(=O)c3ccccc3)CC2)oc2ccccc12	-9	-23	41	0.7	22	x	10	-16	28	6	0
COCCNC(=O)C(c1ccccc1)N(C(=O)Cn1nnc2ccccc21)c1cccnc1 (stereo unspecified)	-8	6	5	9.1	-4	-2	-4	3	8	-8	-6
COc1ccc(S(=O)(=O)N2CCC(C(=O)NN3CCCCC3)CC2)cc1OC	-21	2	4	-0.4	14	0	-1	9	2	-5	4
COc1ccc(C2(CCN)CC(C)N(C)CC2C)cc1 (stereo unspecified)	-7	9	-24	0.4	-9	-1	5	2	11	-4	-10
O=C(c1ccco1)N1CCN(Cc2nnc(-c3cccc(Br)c3)o2)CC1	14	-4	11	-0.4	31	-3	2	12	12	6	8
Clc1ccc2nc3ccccc3cc2c1	-6	13	-108	6.5	-56	x	-5	-33	-106	20	x
COc1cc(-c2cc(-c3ccccc3)nc(SCC(=O)O)c2C#N)cc(OC)c1OC	-5	8	12	0.1	-25	1	1	-10	11	-2	7

High-throughput results (PubChem)

This is a subset; the hit share may differ from the screen's.
